TNAP inhibition – human TNAP enzyme inhibitors, biochemical, luminescent (AID 518); Alkaline phosphatase, tissue-nonspecific isozyme (Homo sapiens); purified TNAP enzyme, luminescent substrate readout; higher % means a stronger effect; 64,000 compounds, 0.09% hits; one-dose inhibition, % at 20 µM; IC50 in µM for titrated hits; in the data active = a potency from the dose series; inactive = the rest, 99 in 100 with inhibition below about 22%;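 also: plate controls were vehicle for no effect and reference inhibitor for full effect; many of its hits are not listed in these tables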
LYP inhibition – LYP phosphatase inhibitors, primary screen, biochemical, DiFMUP fluorescence, recombinant catalytic domain, 10 µM (AID 606) | Tyrosine-protein phosphatase non-receptor type 22 (Homo sapiens) | 52,000 tested, under 10 active | recombinant LYP catalytic domain, DiFMUP fluorescence; higher % means a stronger effect | inhibition, % at 10 µM, or IC50 in µM where a hit was titrated;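 active = IC50 under 40 µM in the dose-response test; inactive = IC50 of 40 µM or more, or never dose-tested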
MK inhibit – S. pneumoniae MK inhibitors, primary screen, biochemical, PK/LDH-coupled NADH absorbance; inhibition, % at 10 µM; 65,000 compounds, 0.48% hits; purified MK, PK/LDH-coupled NADH absorbance 340 nm; AID 555, 2006; mevalonate kinase [Streptococcus pneumoniae D39];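 active = ranked among the strongest by inhibition in the single 10 µM screen, a fixed top-ranked set picked for dose follow-up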; also: no value below 0 was filed
KRASV12 cytotoxicity – cytotoxicity in KRAS-transformed pancreatic duct cells, primary screen, cell-based, fluorescence, HTS (AID 431); HPDE-C7K KRASV12 cells, Alamar Blue viability, 48 h; higher % means a stronger effect; cytotoxicity, % at 10 µM, or EC50 in µM where a hit was titrated; 63,000 compounds, 1.7% hits;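 active = compounds whose percent cytotoxicity in the single-dose primary screen, scaled between solvent and toxic-drug controls, exceeds 50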;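 also: 0% = DMSO solvent wells and 100% = doxorubicin-treated wells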
Bfl-1 inhibitors – Bfl-1 inhibitors, primary screen, biochemical, fluorescence polarization, FITC-Bid, mouse (AID 432); Bcl-2-related protein A1 (Mus musculus); FITC-Bid BH3 peptide fluorescence polarization displacement; higher % means a stronger effect; one-dose displacement, % at 20 µM; IC50 in µM for titrated hits; 64,000 compounds, 0.02% hits; in the data active = a potency from the dose series; inactive = the rest, 99 in 100 with displacement below about 15%; also: strong numbers were not always called active
Spn DPM-DC inh – S. pneumoniae DPM-DC inhibitors, primary screen, biochemical, PK/LDH-coupled NADH fluorescence | calls only at 10 µM | 65,000 compounds, 0.49% hits | diphosphomevalonate decarboxylase (Streptococcus pneumoniae D39) | AID 556, 2006 | purified DPM-DC;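 active = the 320 compounds with the highest percent inhibition in the single-dose primary screen, excluding strongly autofluorescent ones, cut at about 32% in these data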;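 also: kinetic rate of NADH fluorescence loss reporting ADP formed by the decarboxylase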
HPDE-C7 viability – cytotoxicity in HPDE-C7 cells, cell-based, fluorescence, HTS (AID 430). 63,000 compounds, 1.8% hits. HPDE-C7 pancreatic duct cells viability, fluorescence; higher % means a stronger effect. cytotoxicity, % at 10 µM, or EC50 in µM where a hit was titrated;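 also: cells exposed to compound for 48 hours before viability readout; 0% = vehicle and 100% = reference cytotoxic drug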
Spn PMK inh – S. pneumoniae PMK inhibitors, primary screen, biochemical, mevalonate pathway, pilot trial included; phosphomevalonate kinase (Streptococcus pneumoniae D39); purified PMK, PK/LDH-coupled NADH absorbance 340 nm; inhibition, % at 10 µM; 65,000 compounds, 0.49% hits; AID 539, 2006;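 active = top-ranked compounds by inhibition in the single 10 µM screen, taking a fixed number of the strongest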;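 also: 0% = full reaction with DMSO carrier and 100% = background rate without enzyme reaction; no value below 0 was filed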
HT1080 cytotoxicity – cytotoxicity in HT1080 fibrosarcoma cells, cell-based, fluorescence readout (AID 620). HT1080 viability, fluorescence; higher % means a stronger effect. cytotoxicity, % at 10 µM; hits with a dose series show EC50 in µM. 87,000 compounds, 0.42% hits;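 also: cells exposed to compound overnight then 4 h with Alamar Blue; 0% = vehicle DMSO and 100% = killing control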
Spn PMK inh pilot replicates – also measured in Spn PMK inh; calls as there; inhibition, %; measured here: pilot screen replicates
MK inhibit pilot replicates – also measured in MK inhibit; calls as there; inhibition, %; measured here: pilot screen replicates
Spn DPM-DC inh pilot screen % – also measured in Spn DPM-DC inh; calls as there; inhibition, %; measured here: pilot screen trials
An asterisk follows results filed as active; i = inactive; · = no result given; + = active, no number. Rule as the data show it, unless noted: active = cytotoxicity above about 50%; inactive = the rest. Compounds were not picked by outcome; any-hit rate near 3.5%.

SMILES | TNAP inhibition | LYP inhibition | MK inhibit | KRASV12 cytotoxicity | Bfl-1 inhibitors | Spn DPM-DC inh | HPDE-C7 viability | Spn PMK inh | HT1080 cytotoxicity | others
Cc1ccc(-c2nnnn2CS(=O)(=O)c2ccccc2)cc1 | 17% | 15% | 1 | -6% | -1% | i | -6% | 0 | -2% | Spn PMK inh pilot replicates=6.5;MK inhibit pilot replicates=1.0;Spn DPM-DC inh pilot screen %=1.0
CC(C)(C)NC(=O)CSc1nnc(-c2ccncc2)n1Cc1ccccc1 | 8% | 0% | 2 | -5% | -4% | i | -4% | 20 | -10%
Cc1cccc(-n2c(=O)[nH]c3c(C(N)=O)nc(-c4ccccc4Cl)nc32)c1 | 0% | 0% | 3 | -6% | 2% | · | -2% | 9 | 0%
Cc1nnc(NC(=O)CSc2ccccn2)s1 | 3% | · | 11 | 1% | -7% | i | -7% | 16 | -3%
CCOC(=O)C(C)Sc1nc2c([nH]c3ccccc32)c(=O)n1C (centres undefined) | · | 6% | 6 | · | · | i | · | 0 | 4%
CCOc1ccccc1NC(=O)CSc1nnc(CNC(=O)COc2ccc(Cl)cc2)o1 | 2% | -1% | 3 | -4% | -2% | i | -23% | 16 | -15%
Cc1ccc(C)c(N2CCN(C(=O)CC3Sc4ccccc4NC3=O)CC2)c1 (centres undefined) | 1% | · | 2 | 14% | -2% | i | 21% | 8 | -3%
Cc1csc(SCC(=O)c2ccc(S(=O)(=O)N3CCOCC3)cc2)n1 | 6% | · | 6 | · | 4% | i | · | 0 | 6%
CCOC(=O)C1=C(C)Nc2ccccc2N=C1NC(=O)c1cccc(S(=O)(=O)N(C)C)c1 | 0% | · | 3 | -21% | -1% | i | 0% | 8 | -12%
O=C(CN1C(=O)NC(Cc2ccccc2)C1=O)Nc1ccccc1 (centres undefined) | 5% | 13% | 7 | 3% | -2% | i | -5% | 20 | -3% | Spn PMK inh pilot replicates=0.0;MK inhibit pilot replicates=0.5;Spn DPM-DC inh pilot screen %=0.5
CCCCC(=O)Nc1ccc(N2CCN(S(C)(=O)=O)CC2)cc1 | 6% | 3% | 7 | -6% | -6% | i | -16% | 2 | -1%
Cn1c(C(=O)NCCCN2CCN(c3ccccc3F)CC2)cc2c(=O)[nH]c3ccccc3c21 | 6% | 6% | 1 | -3% | 9% | i | 2% | 12 | 8%
CCOC(=O)c1[nH]c2cc3c(cc2c1NC(=O)CN1CCC2(CC1)OCCO2)OCO3 | 4% | 11% | 2 | -11% | 2% | · | 10% | 0 | 2%
CCCc1cc(=O)[nH]c(SCC(=O)N(C)C2CCS(=O)(=O)C2)n1 (centres undefined) | 15% | -1% | 4 | -11% | -3% | i | -2% | 17 | 1%
CNc1nnc(-c2ccncc2)s1 | 13% | -5% | 10 | 0% | -6% | · | 3% | 14 | -2%
COC(=O)c1cnn2c3c(c(C)nc12)CCCC3 | 11% | 11% | 3 | 4% | -7% | · | -9% | 24 | 17%
COc1ccc(C(OC(=O)c2ccco2)C(=O)NCc2ccco2)cc1 (centres undefined) | 11% | 2% | 7 | -6% | 8% | i | 0% | 17 | 3%
CCOc1ccc(N(CC(=O)Nc2ccc(F)c(F)c2)S(=O)(=O)c2c(C)noc2C)cc1 | 11% | · | 7 | 3% | -2% | + | -17% | 12 | 1% | Spn PMK inh pilot replicates=2.0;MK inhibit pilot replicates=0.0;Spn DPM-DC inh pilot screen %=+
COc1ccc(-c2nc(C#N)c(NCc3ccccc3Cl)o2)cc1 | 9% | 5% | 3 | 3% | 0% | i | -3% | 0 | 4%
O=C(CSc1nnc(-c2ccco2)o1)NC1CCCCC1 | 8% | · | 5 | -5% | 3% | i | -12% | 0 | ·
CCOc1ccc(C(=O)N(CN2CCCC2=O)c2ccc(C)cc2)cc1 | 13% | 0% | 4 | -27% | -8% | i | 17% | 15 | -1% | Spn PMK inh pilot replicates=3.0;MK inhibit pilot replicates=0.0;Spn DPM-DC inh pilot screen %=1.5
CCCn1c(=O)c2ccccc2n2c(SCC(=O)c3cc(C)n(CCOC)c3C)nnc12 | 0% | 0% | 0 | -4% | 1% | i | -8% | 16 | -1%
CCOC(=O)Nc1cc(OC)c(OC)cc1Cc1nccc2cc(OC)c(OC)cc12 | 11% | 7% | 0 | -2% | 2% | i | -6% | 7 | 2% | Spn PMK inh pilot replicates=0.5;MK inhibit pilot replicates=0.5;Spn DPM-DC inh pilot screen %=0.0
CNC(=O)CSc1nnc(-c2cc3c(C)nn(-c4ccccc4)c3s2)n1C | 8% | 3% | 13 | -15% | -7% | i | -12% | 12 | 8% | Spn PMK inh pilot replicates=0.0;MK inhibit pilot replicates=2.0;Spn DPM-DC inh pilot screen %=1.5
CNC(=O)c1ccsc1NC(=O)c1ccccc1 | 15% | -3% | 7 | 35% | -2% | i | 31% | 9 | 0% | Spn PMK inh pilot replicates=4.0;MK inhibit pilot replicates=0.0;Spn DPM-DC inh pilot screen %=0.0

Structures shown so far that have a furan ring, fused or not (2):
SMILES | TNAP inhibition | LYP inhibition | MK inhibit | KRASV12 cytotoxicity | Bfl-1 inhibitors | Spn DPM-DC inh | HPDE-C7 viability | Spn PMK inh | HT1080 cytotoxicity | others
COc1ccc(C(OC(=O)c2ccco2)C(=O)NCc2ccco2)cc1 (centres undefined) | 11% | 2% | 7 | -6% | 8% | i | 0% | 17 | 3%
O=C(CSc1nnc(-c2ccco2)o1)NC1CCCCC1 | 8% | · | 5 | -5% | 3% | i | -12% | 0 | ·

Random excerpt: three records from the list.
SMILES | TNAP inhibition | LYP inhibition | MK inhibit | KRASV12 cytotoxicity | Bfl-1 inhibitors | Spn DPM-DC inh | HPDE-C7 viability | Spn PMK inh | HT1080 cytotoxicity | others
CCOc1ccc(N(CC(=O)Nc2ccc(F)c(F)c2)S(=O)(=O)c2c(C)noc2C)cc1 | 11% | · | 7 | 3% | -2% | + | -17% | 12 | 1% | Spn PMK inh pilot replicates=2.0;MK inhibit pilot replicates=0.0;Spn DPM-DC inh pilot screen %=+
CCCn1c(=O)c2ccccc2n2c(SCC(=O)c3cc(C)n(CCOC)c3C)nnc12 | 0% | 0% | 0 | -4% | 1% | i | -8% | 16 | -1%
CNC(=O)c1ccsc1NC(=O)c1ccccc1 | 15% | -3% | 7 | 35% | -2% | i | 31% | 9 | 0% | Spn PMK inh pilot replicates=4.0;MK inhibit pilot replicates=0.0;Spn DPM-DC inh pilot screen %=0.0

Following part
SMILES | TNAP inhibition | LYP inhibition | MK inhibit | KRASV12 cytotoxicity | Bfl-1 inhibitors | Spn DPM-DC inh | HPDE-C7 viability | Spn PMK inh | HT1080 cytotoxicity | others
CCOC(=O)N1CCC(NC(=O)c2cc(S(=O)(=O)N3CCCC3)cn2C)CC1 | -4% | -1% | 10 | -13% | 5% | i | -3% | 18 | 0%
COc1ccc(C)cc1-n1nnnc1SCC(=O)N1CCC(C(=O)Nc2nccs2)CC1 | 7% | -4% | 0 | 6% | 2% | i | 1% | 11 | 4%
CC(C(=O)c1ccccc1)n1cnc2ccccc2c1=O (centres undefined) | 14% | 9% | 7 | 16% | -8% | i | -8% | 3 | · | Spn PMK inh pilot replicates=4.0;MK inhibit pilot replicates=0.5;Spn DPM-DC inh pilot screen %=1.5
CCNS(=O)(=O)c1cc(S(C)(=O)=O)ccc1Cl | 7% | 15% | 2 | -21% | -4% | i | -14% | 12 | 0%
CCCOc1ccc(-c2cnc(SCC(N)=O)nc2N)cc1 | 17% | -30% | 0 | -1% | -18% | i | -9% | 4 | 8%
CS(=O)(=O)Nc1ccc(C(=O)NC2CCCC2)cc1 | -1% | -10% | 7 | -6% | -6% | i | -9% | 7 | 7%
O=C(NCC1CCCO1)c1ccc2c(c1)OCO2 (centres undefined) | 5% | 8% | 0 | -6% | -4% | i | -8% | 0 | -3%
O=C(NC1CC2CCCC(C1)N2C(=O)NC1CCCCC1)c1ccccc1 (centres undefined) | 10% | -9% | 0 | -11% | 5% | i | 3% | 16 | 8%
Cc1ccc(-c2nc3ncccc3o2)cc1NC(=O)Cc1ccc(Cl)cc1 | 8% | · | 7 | -3% | -3% | i | -5% | 4 | 3%
COc1ccc(CCNC(=O)CSc2nnnn2Cc2ccc3c(c2)OCO3)cc1OC | 13% | 3% | 14 | -8% | 3% | i | -16% | 17 | -8%
CCOc1cc(NC(=O)c2ccccn2)c(OCC)cc1NC(=O)CC(C)C | 10% | 2% | 0 | 10% | 6% | i | 5% | 16 | -2% | Spn PMK inh pilot replicates=0.0;MK inhibit pilot replicates=0.0;Spn DPM-DC inh pilot screen %=0.0
O=C(CCc1ccccc1)OCCN1CCOCC1 | 0% | -19% | 9 | -6% | -1% | i | -20% | 7 | -2%
CCc1nnc(NC(=O)CSc2nnc(-c3ccccc3NC(=O)c3ccccc3)o2)s1 | 9% | 11% | 8 | -7% | -6% | i | -5% | 8 | 12%
CCOC(=O)c1ccc(COC(=O)c2nonc2N)cc1 | 8% | -14% | 0 | 6% | -9% | i | -8% | 13 | 3%
CSc1cccc(NC(=O)CSc2nnc(C)s2)c1 | 4% | 3% | 6 | -6% | -4% | i | -1% | 0 | 2%
O=C(Cc1cc(=O)[nH]c(=O)[nH]1)N1CCC(Cc2ccccc2)CC1 | 13% | 4% | 6 | 2% | 4% | i | -6% | 10 | -3%
O=C(NC12CC3CC(CC(C3)C1)C2)N1CCN(C(=O)C2CCCO2)CC1 (centres undefined) | 20% | 7% | 8 | -12% | 0% | i | -13% | 0 | 3% | Spn PMK inh pilot replicates=7.0;MK inhibit pilot replicates=4.0;Spn DPM-DC inh pilot screen %=3.5
COc1ccc2nc(-c3ccccc3)[nH]c2c1 | 4% | 9% | 6 | -5% | 6% | · | -4% | 1 | 28%
CN/S(=N/S(=O)(=O)c1ccccc1)c1ccc(C)cc1 (centres undefined) | 6% | 19% | 7 | -6% | -3% | i | -6% | 10 | 0%
Cc1nnc(N(CCC#N)CCC#N)s1 | 5% | · | 7 | -20% | 5% | i | -14% | 1 | 2%
COc1cc(C(=O)N(Cc2cc3ccccc3[nH]c2=O)CC2CCCO2)cc(OC)c1OC (centres undefined) | 5% | 2% | 9 | 8% | -3% | i | 4% | 14 | 1%
